Source: PubChem BioAssay (several laboratories)
Arr AP2 block = human beta-arrestin and AP2 interaction inhibition. FITC-arrestin peptide / GST-AP2 beads, flow cytometry; AP2 beta2 appendage carries R879A mutation. inhibition, % at 10 µM. 340,000 compounds, 0.31% hits. AID 504490;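 active = inhibition above a set limit, near 3 SD of compounds lacking own fluorescence, cut at about 54% in these data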;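 also: plate controls were DMSO wells for no effect and 5 µM unlabelled arrestin peptide for full effect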
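System: GST-AP2 R879A glutathione beads; medium: PBS, Tween 20 0.05%, BSA 0.1%; reagent: fluorescein-tagged arrestin peptide at 50 nM final; schedule: pre-incubation 12 min, peptide binding 1 h, room temperature; detection: flow cytometry, FL1 (488/535 nm); read-out: inhibition as reduced fluorescein signal on beads, percent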
HTR5A ag ctr = activates human HTR5A in OPRM1-OPRD1 agonist counter-screen. P47898. HTR5A agonist assay, luminescence, cell-based. activation, % at 9.3 µM. 340,000 compounds, 0.61% hits; in the data active = activation mostly above about 9.5%, no sharp cut-off; inactive = mostly below about 7.6%;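 also: 0% = cells with vehicle only and 100% = reference agonist; strong numbers were not always called active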
DAGLB inh = diacylglycerol lipase beta (human) inhibition; Q8NCG7; HEK293T DAGLB membrane lysate, EnzChek fluorogenic substrate; inhibition, % at 5.17 µM; 340,000 compounds, 0.059% hits; in the data active = inhibition above about 34%;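 also: 0% = enzyme with vehicle and 100% = wells lacking enzyme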
PKA-R1A act = PKA-R1A complex activation; PKA-R1A dissociation, Cy5-IP20 fluorescence polarization; scaled: DMSO 0%, 113 µM cGMP 100%; activation, % at 11.4 µM; 340,000 compounds, 0.083% hits; AID 504707;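 active = percent activation above the mean of all tested compounds plus 3 SD, cut at about 19% in these data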;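 also: higher means more PKAc released from R1A so a rise in polarization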
PKA-R2B act = activates the human PKA-R2B holoenzyme complex; P22694+P31323; PKA-R2B holoenzyme dissociation, Cy5-IP20 fluorescence polarization; R2B truncated from residue 108, S112A mutant; 0% DMSO only, 100% 113 µM cGMP; activation, % at 11.4 µM; 340,000 compounds, 0.079% hits;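 active = activation above a cutoff set at the mean over all compounds plus 3 SD, cut at about 18% in these data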;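 also: higher means more holoenzyme dissociation and a rise in polarization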
HTR5A inv ag = HTR5A inverse agonism, opioid heterodimer counter-screen | P47898 | HTR5A cell line, luminescence | inhibition, % at 9.3 µM | 340,000 compounds, 0.083% hits; in the data active = inhibition mostly above about 23%, no sharp cut-off; inactive = mostly below about 18%;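 also: 0% = cells with DMSO and 100% = no-cell wells with DMSO; some compounds called inactive have numbers as strong as hits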
Pemphigus Ab inh = inhibitors of pemphigus antibody binding to human desmoglein-3; P32926; DSG3-coupled beads, scFv-anti-DSG3-GFP binding, flow cytometry; hits give low values; binding (percent of control), % at 10 µM; 310,000 compounds, 0.48% hits;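 active = binding more than 3 SD below its plate's average and above zero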;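 also: hits lower antibody fragment binding to DSG3; some compounds called inactive have numbers as strong as hits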
MOR-DOR inv ag = inverse agonists of human mu-delta opioid receptor heterodimerization; cell-based MOR-DOR heterodimer luminescence, inverse agonism; 340,000 compounds, 0.21% hits; inhibition, % at 9.3 µM; in the data active = inhibition above about 22%, passing the limit was not always enough;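 also: 0% = cells with DMSO and 100% = wells without cells with DMSO; values of inactives mirror those of a sister screen read the other way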
V-ATPase pHluor = alters yeast V-ATPase proton transport; AID 504577; S. cerevisiae, pHLuorin cytosolic pH fluorescence; 350,000 compounds, 0.37% hits; response, % at 10 µM; in the data active = response mostly above about 7.3%, no sharp cut-off; inactive = mostly below about 5.4%; also: actives read high; inactives centre near 0; some compounds called inactive have numbers as strong as hits; reference of the scale not given here
MOR-DOR ag = agonists of human mu-delta opioid receptor heterodimerization; P35372+P41143; cells, OPRM1-OPRD1 heterodimerization, luminescence; activation, % at 9.3 µM; 340,000 compounds, 0.3% hits; AID 504326; in the data active = activation above about 18%;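 also: 0% = vehicle-treated cells and 100% = reference agonist; values of inactives mirror those of a sister screen read the other way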
* = called active by the depositor; . = not tested or not shown.

SMILES	Arr AP2 block	HTR5A ag ctr	DAGLB inh	PKA-R1A act	PKA-R2B act	HTR5A inv ag	Pemphigus Ab inh	MOR-DOR inv ag	V-ATPase pHluor	MOR-DOR ag
Cc1ccc(S(=O)(=O)/N=C/c2ccc(N(C)C)cc2)cc1	9.1	3.7	-1.3	-2.5	-9.3	-9.3	97.2	5.4	-5.6	-1.0
CC1CCCCN1C(=O)CSc1nc(N)cc(=O)[nH]1 (stereo not drawn)	4.0	-0.5	-2.0	1.3	1.1	1.5	101.1	10.1	-3.0	-1.7
COc1ccc(CN2CCNC(=O)C2CC(=O)N(C)Cc2ccno2)c(F)c1 (stereo not drawn)	13.5	1.6	0.6	-4.1	3.1	-0.5	102.8	14.2	-2.8	-2.7
CC(NC(=O)c1ccccc1)C(=O)NC1CCCc2ccccc21 (stereo not drawn)	29.9	-2.1	-1.1	0.0	1.9	-13.1	91.7	-1.9	-0.6	0.3
O=C1/C(=C/c2ccc(O)c([N+](=O)[O-])c2)SC(=S)N1Cc1ccccc1	-0.7	4.6	6.3	-13.7	-13.4	-12.6	100.9	8.8	1.9	-1.2
Cc1cc(NC(=O)c2cccc([N+](=O)[O-])c2)no1	37.5	-1.8	-3.1	-2.4	-0.6	4.6	.	10.2	-2.9	-2.1
CCOC(=O)N1CCN(CC(O)COC2CC(C)CC(C)(C)C2)CC1 (stereo not drawn)	-5.6	2.6	-0.2	-11.2	-2.6	2.2	98.3	-6.4	-0.7	1.4
CC(C)CC1NC(=O)N(CC(=O)Nc2ccc3c(c2)OCCO3)C1=O (stereo not drawn)	3.3	11.0*	1.6	0.8	1.0	-19.2	96.9	10.4	-0.2	-2.7
Cc1c(NC(=O)c2cccs2)cccc1C(=O)O	1.8	11.5	0.2	-0.9	5.1	-7.4	104.7	9.9	0.8	-1.9
COCc1c(C#N)c(NCCc2ccccc2)nc(C)c1[N+](=O)[O-]	.	-1.4	-9.4	-0.9	-12.1	-47.0	.	-17.0	8.1	3.3
COc1ccc(N2CCN(C(=O)c3ccc(CS(=O)Cc4ccc(C)cc4)o3)CC2)cc1 (stereo not drawn)	1.2	-0.8	-0.2	-2.3	-2.3	0.6	104.3	-3.8	0.6	0.7
O=C(O)CSC1CC(=O)N(c2ccc(F)cc2)C1=O (stereo not drawn)	.	.	0.9	8.1	-7.4	.	95.8	.	.	.
FC(F)(F)c1nc(N2CCCC2)ncc1-c1nnnn1-c1ccccc1	23.3	1.6	-2.0	-12.9	-8.4	-4.4	100.5	-13.5	-0.7	2.2
O=C(Nc1cccc(Cl)c1)Nc1cccc(Cl)c1	8.4	2.7	-5.1	-12.1	-12.4	27.0	.	-51.6	-7.2	9.2
COc1ccc(C(=O)N(Cc2nc(-c3ccc(C)cc3)no2)C2CCCCC2)cc1OC	-2.9	-0.9	-6.4	-5.1	-12.7	-10.1	98.4	15.8	2.2	-2.8
O=C(COC(=O)/C=C/c1ccc(F)cc1)Nc1cc(C(F)(F)F)ccc1N1CCOCC1	8.8	5.6	0.4	1.8	1.9	10.4	99.5	10.4	-3.9	-2.2
CCN(CC)Cc1nc2nc(Cl)c(Cl)nc2[nH]1	.	.	-3.1	2.0	-1.1	.	96.1	.	0.7	.
Nc1ccc(S(=O)(=O)Nc2nccc(/C=C/c3cccc(Br)c3)n2)cc1	-17.5	7.1	2.6	-10.7	4.3	-20.0	.	18.1	0.6	-3.4
Cc1ccc(S(=O)(=O)CCC(=O)Nc2nc(-c3ccccn3)cs2)cc1	-12.3	3.3	2.4	-9.2	8.0	-8.3	.	11.6	-2.2	-2.9
CC(C)(C)CC(=O)Nc1cc(S(=O)(=O)N2CCCCCC2)ccc1Cl	8.6	3.9	-6.8	-13.9	-7.2	-21.0	121.4	1.3	-2.2	-0.2
Cc1ccc(S(=O)(=O)NCCC(=O)OCC(=O)N(Cc2ccccc2)C(C)(C)C)cc1C	1.0	1.8	-3.3	9.4	-4.1	-4.5	98.4	-20.5	10.4	4.0
CCCS(=O)(=O)c1nc(S(=O)(=O)c2ccc(C)cc2)c(N2CCCC(C)C2)s1 (stereo not drawn)	-3.2	4.6	-4.4	-5.7	-1.8	-7.7	103.9	17.2	-1.2	-3.2
COc1ccc(NC(=O)CSC2=NC(=O)CC(C)=N2)cc1	-2.1	7.1	2.4	-2.0	-11.0	-31.0	102.2	8.5	-4.4	-1.5
COCc1cc(Sc2ccc(Br)cc2)nc(-c2ccccc2)n1	-2.0	-8.1	-16.3	1.6	2.1	19.3	.	11.3	2.7	-2.7
COc1ccc(C(=O)OCC(=O)Nc2ccc3[nH]c(=O)[nH]c3c2)cc1	0.1	4.2	2.8	-4.0	-1.6	-11.4	102.5	-18.3	3.4	2.9

Continuation:
SMILES	Arr AP2 block	HTR5A ag ctr	DAGLB inh	PKA-R1A act	PKA-R2B act	HTR5A inv ag	Pemphigus Ab inh	MOR-DOR inv ag	V-ATPase pHluor	MOR-DOR ag
Cc1ccc(S(=O)(=O)NNC(=O)c2ccc3ccccc3n2)cc1	25.9	4.3	-1.1	2.5	-6.2	-7.1	103.2	13.7	5.0	-2.7
NNC(=O)COc1ccc(-c2n[nH]c(C(F)(F)F)c2-c2ccc(Br)cc2)c(O)c1	-10.5	0.0	-1.8	-10.8	-5.5	0.0	103.3	-11.9	-2.7	2.1
Clc1ccc(CNc2nnnn2-c2ccccc2)c(Cl)c1	-10.9	-1.8	-2.2	-10.6	-5.1	-5.8	122.9	-14.0	-1.1	3.4
Cc1[nH][nH]c(=O)c1C=NCc1ccc(Cl)cc1	-2.3	5.2	-1.6	4.6	2.5	2.6	80.1	9.4	-4.6	-1.5
CCOC(=O)N1CCC(NC(=O)CSCc2nc(-c3ccccc3Cl)oc2C)CC1	7.2	8.7	2.7	-5.2	7.6	1.6	102.9	11.0	-0.5	-2.2
CN1CCC(=C(c2ccc(Cl)cc2)c2ccccn2)CC1	9.8	-0.2	2.5	3.1	-6.5	0.9	90.1	10.1	2.2	-2.0
CCCCCCCCCc1nc2sc3c(c2c(=O)n1NC(=O)c1ccc([N+](=O)[O-])cc1)CC(C)(C)OC3	2.4	-1.3	-0.3	-8.7	4.0	3.1	88.2	-8.3	2.4	1.2
Cc1ccc(S(=O)(=O)N2CCN=C2SCc2cccnc2)cc1	1.3	1.8	-1.6	3.2	-2.8	-5.1	93.5	0.6	-2.2	-0.1
C/C(CCc1ccc2c(c1)OCO2)=N\NC(=O)c1ccccc1Br	14.7	-4.2	0.1	-2.7	-4.3	14.9	84.6	16.9	0.8	-3.4
COc1ccc(Cc2nnc(NC(=O)c3cccc([N+](=O)[O-])c3)s2)cc1	26.4	3.3	2.5	-4.8	-3.3	-8.7	102.2	11.7	-0.4	-2.3
CC1(C)COC(=S)N1CCC#N	4.6	2.1	-0.7	2.1	2.0	-8.1	98.1	-3.7	7.3	0.8
O=C(NCCOc1nc(N2CCOCC2)nc(N2CCOCC2)n1)Nc1ccc(Cl)cc1	4.8	-2.9	1.5	-13.7	-14.8	-17.6	93.0	12.6	-3.7	-2.5
CC(C)c1ccc(NC(=O)C(c2ccccc2)N2CCC3(CC2)OCCO3)cc1 (stereo not drawn)	-8.2	-0.3	-1.8	-5.2	-8.6	-32.1	103.5	-13.3	-0.8	2.4
CC(=O)Oc1ccccc1C(=O)NC(C)CCc1ccccc1 (stereo not drawn)	38.0	3.6	-5.5	-4.9	-1.7	-13.4	104.5	15.4	1.4	-3.3
COc1cc(S(=O)(=O)n2c(C)nc3ccccc32)ccc1F	31.3	8.4	-5.0	-8.8	-8.3	-21.1	94.7	6.0	1.6	-1.4
CC(=O)Nc1ccc(CN2CCN(Cc3ccc(F)c(F)c3)C(CCO)C2)cc1 (stereo not drawn)	2.5	-1.4	-0.4	5.8	-8.2	3.5	98.3	-0.1	1.7	0.0
COc1ccc(Cc2ccccc2C(=O)O)cc1	45.3	0.4	0.1	4.2	4.5	-1.6	.	18.6	-0.2	-3.8
Cn1c(=O)c2c(nc(N3CCc4ccccc4C3)n2Cc2ccccc2F)n(C)c1=O	-0.6	-1.0	-0.8	-13.1	8.1	3.5	102.0	-3.2	3.4	0.6
Cc1ccc(S(=O)(=O)N2CCCC2)cc1C(=O)NCc1ccccc1CN1CCCC1	38.1	8.6	1.5	-2.9	-1.3	-23.8	113.2	7.2	-0.3	-1.7
Nc1c(C(=O)Nc2ccc3c(c2)OCCO3)nnn1Cc1cccc(F)c1	-6.8	-9.6	0.8	-12.8	-14.5	-16.1	95.8	8.4	-3.1	-1.6
CCCn1nnc(NC(=O)c2ccc(F)cc2)n1	13.3	-0.5	0.6	-18.0	3.3	1.4	106.4	7.5	-7.9	-1.3
COC(=O)c1cc(=O)n(CCc2ccccc2F)c(=Nc2ccc(F)c(Cl)c2)s1	-1.9	-2.1	-11.4	3.2	6.1	-9.1	100.5	-21.0	-1.1	3.8
CCOC(=O)N1CCN(S(=O)(=O)N2CCCC(C(=O)NCc3ccc(OC)cc3OC)C2)CC1 (stereo not drawn)	-9.5	-0.1	0.4	2.7	-5.8	0.5	98.5	12.3	-2.2	-2.3
CCN(c1ccccc1)S(=O)(=O)c1ccc(Oc2ccc(-n3ccnc3)cc2)nc1	-4.1	5.6	-0.1	-6.9	-8.9	-18.9	102.3	4.0	1.5	-0.7
CSCC(C)N1CCC(n2nccc2NC(=O)CCOc2ccccc2)CC1 (stereo not drawn)	-12.0	-4.1	-2.4	-7.1	-9.7	-0.5	113.0	9.1	0.8	-2.8

Further records:
SMILES	Arr AP2 block	HTR5A ag ctr	DAGLB inh	PKA-R1A act	PKA-R2B act	HTR5A inv ag	Pemphigus Ab inh	MOR-DOR inv ag	V-ATPase pHluor	MOR-DOR ag
Nc1cc(=O)[nH]c(SCC(=O)NC2CCCCCCC2)n1	-10.3	-0.1	2.8	-4.0	0.1	0.2	.	8.4	5.3	-1.7
CCOC(=O)c1c(S(=O)(=O)NCC(C)c2ccccc2)c(C)n(C)c1C (stereo not drawn)	7.5	-3.8	-1.6	-12.7	-6.7	-1.1	.	-0.2	-0.8	0.0
CCCCn1c(N)c(N(CC)C(=O)CCNC(=O)NC23CC4CC(CC(C4)C2)C3)c(=O)[nH]c1=O	3.2	0.5	1.8	-10.9	-13.3	-12.8	107.0	-10.4	4.0	1.9
Cc1cccc(/C=N/NC(=O)CNc2cccc3ccccc23)n1	8.8	2.3	2.2	-6.0	-9.5	13.6	83.1	-13.5	1.7	2.7
CCCn1c(SC(C)C(=O)NC2CCCC2)n[nH]c1=O (stereo not drawn)	2.4	1.9	0.1	-3.2	7.9	-5.1	97.7	-18.9	0.2	3.0
CC1CC(C)CN(CC(=O)Nc2cc(S(=O)(=O)N3CCOCC3)ccc2N2CCCC2)C1 (stereo not drawn)	-20.7	7.9	-0.9	-2.3	-12.1	-28.6	101.3	7.0	5.0	-1.3
CCCCn1c(N)c(N(CCOC)C(=O)c2ccc(S(=O)(=O)N(CC)c3ccccc3)cc2)c(=O)[nH]c1=O	-11.4	4.0	-0.1	10.0	-2.2	-12.1	98.7	7.6	4.0	-1.2
